# Screening results (PubChem)
# TRPV1 ag: human TRPV1 agonism. Q8NER1. TRPV1-expressing cells, Fluo-8 calcium influx, agonist mode. activation, % at 8.33 µM. 0.19% of 320,000 active; in the data active means activation above about 80%; inconclusive means between about 30% and that limit; further: 0% is about no effect
# Target sequence (Q8NER1 whole entry, looked up): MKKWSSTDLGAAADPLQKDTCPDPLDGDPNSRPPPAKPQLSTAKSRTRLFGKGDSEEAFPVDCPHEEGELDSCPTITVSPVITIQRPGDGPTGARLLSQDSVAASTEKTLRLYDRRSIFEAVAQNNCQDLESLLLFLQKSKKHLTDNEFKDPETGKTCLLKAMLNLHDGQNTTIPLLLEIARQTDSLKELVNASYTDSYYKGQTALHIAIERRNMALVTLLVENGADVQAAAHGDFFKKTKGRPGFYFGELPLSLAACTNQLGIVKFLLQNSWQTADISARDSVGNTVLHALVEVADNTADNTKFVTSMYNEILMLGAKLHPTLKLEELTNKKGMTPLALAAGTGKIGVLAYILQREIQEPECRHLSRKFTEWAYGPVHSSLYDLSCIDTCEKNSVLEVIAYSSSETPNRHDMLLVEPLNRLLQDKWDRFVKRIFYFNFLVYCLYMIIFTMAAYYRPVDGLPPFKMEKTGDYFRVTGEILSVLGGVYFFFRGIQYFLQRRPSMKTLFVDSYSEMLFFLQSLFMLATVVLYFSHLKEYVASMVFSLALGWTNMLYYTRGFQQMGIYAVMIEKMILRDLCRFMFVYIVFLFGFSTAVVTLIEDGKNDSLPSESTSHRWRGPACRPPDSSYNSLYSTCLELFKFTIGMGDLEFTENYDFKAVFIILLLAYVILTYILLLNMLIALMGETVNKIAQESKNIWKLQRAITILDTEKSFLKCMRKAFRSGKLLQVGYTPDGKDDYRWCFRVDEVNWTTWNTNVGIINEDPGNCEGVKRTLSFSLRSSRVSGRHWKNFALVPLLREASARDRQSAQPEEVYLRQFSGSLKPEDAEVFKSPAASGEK
#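 TRPV1-expressing cells were cultured overnight at 35.5C and loaded with Fluo-8 calcium dye for 40 to 90 min at room temperature. After a 10 s baseline, compound was added and calcium influx was read kinetically for 3 min (ex 480/em 520 nm).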
# RORgamma inh: blocks mouse ROR gamma transcriptional activity; Potency, µM (doses to about 53.6 µM), for inactives: at the highest dose activity change, negative = inhibition, actives largely listed as inhibitors; P51450; Drosophila S2 Gal4-RORgamma UAS-luciferase reporter, 20 h; 5.4% of 310,000 active; AID 2551; further: potency means the concentration at half of the fitted maximal effect; on the % scale 0 is the no-effect control and ±100 the full control effect; nearly all actives have a fitted effect of over 60% in size
#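 Schneider cells (Drosophila), stable Gal4 DBD–ROR gamma + UAS-luc; 1 hr cmpd preincubation; Cu2+ induction 700 uM final; 20 hr ambient; luminescence.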
# Tb PFK block: T. brucei PFK enzyme inhibition | O15648 | T. brucei PFK, ADP-Glo luminescence | Potency, µM (series often up to 57.5 µM), inactives show at the highest dose activity, negative = inhibition, most hits filed as inhibitors | 0.17% of 330,000 active | AID 485367;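 further: potency means the concentration at half of the fitted maximal effect; 0% = uninhibited 1x PFK enzyme wells and -100% = no-enzyme wells; nearly all actives have a fitted effect of over 60% in size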
#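 Compounds were pin-transferred as a titration series up to 57 uM into substrate buffer (0.5 mM F6P, 0.1 mM ATP, pH 8.0), then 1.25 nM PFK was added and reactions ran 45 min before ADP-Glo detection.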
# Gal4-VP16 FLuc: Gal4-VP16 reporter inhibition counter-screen | 3.5% of 310,000 active | Potency, µM (highest dose often 53.6 µM), without a hit: at the top dose activity, negative = inhibition, usual class: inhibitors | Drosophila S2 Gal4-VP16 UAS-luciferase, luminescence, 20 h | AID 2546;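 further: Gal4-VP16 expression switched on by copper sulfate through the metallothionein promoter; potency means the concentration at half of the fitted maximal effect; on the % scale 0 is the no-effect control and ±100 the full control effect; nearly all actives have a fitted effect of over 50% in size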
# ELG1 repair inh: blocks ELG1-dependent DNA repair in HEK293T cells; HEK293T ELG1-luciferase reporter, luminescence, 16 h; DNA damage induced by 5-fluorouridine; AID 504467; Potency, µM (doses to about 46.1 µM), without a hit: at the highest dose activity change, negative = inhibition, hits mostly inhibitors; 2.3% of 330,000 active; further: potency means the concentration at half of the fitted maximal effect; on the % scale 0 is the no-effect control and ±100 the full control effect; nearly all actives have a fitted effect of over 55% in size
#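 Cells (2,000 per well) received 5-fluorouridine plus test compound or DMSO and were incubated 16 hr at 37 °C, 5% CO2. Luciferase activity was read by luminescence 30 min after ONE-Glo addition; signal suppression marked inhibition of damage-induced ELG1 function.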
# NPC1 promoter act: activators of NPC1 promoter; 2.4% of 320,000 active; Potency, µM (highest dose often 9.22 µM), without a hit: at the top dose activation, most hits filed as activators; Huh7 NPC1 promoter luciferase reporter, 24 h; AID 485313;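 further: potency means the concentration at half of the fitted maximal effect; % of control where 0% means no effect; nearly all actives have a fitted effect of over 60% in size; reporter is driven by a mutant NPC1 promoter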
#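 Stable NPC1-promoter luciferase Huh7 line; cpd (DMSO) 24 h, 37 °C, 5% CO2; Amplite luciferase reagent 10 min RT; luminescence readout. qHTS format.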
# BRCA1 expr act: increases BRCA1 expression | MCF7-BRCA1-FFLuc reporter, luminescence, 48 h; response scale: scaled: vehicle 0%, 10 µM genistein 100% | 1.1% of 380,000 active | AID 624202 | Potency, µM (top dose mostly 46.1 µM), for inactives: top-dose activation, most hits filed as activators; further: potency means the concentration at half of the fitted maximal effect; nearly all actives have a fitted effect of over 80% in size; some results filed as inactive show a strong effect at the top dose
#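 Reporter cells (MCF7, BRCA1 promoter-firefly luciferase) received library compounds across a concentration series for 48 h. End-point luminescence was measured and concentration-effect curves derived after normalization.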
# FLuc modulator: counter-screen for miR-21 project: firefly luciferase inhibitors or activators; purified FLuc, Km substrates, luminescence inhibition; 6.9% of 360,000 active; Potency, µM (highest dose often 57.5 µM), for the others: at the highest dose activity change, negative = inhibition, actives largely listed as inhibitors; AID 588342; P08659;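 further: potency means the concentration at half of the fitted maximal effect; plate controls were vehicle for no effect and reference inhibitor for full effect; nearly all actives have a fitted effect of over 55% in size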
#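 Biochemical qHTS of compounds, final roughly 60 µM downward over six points, against 10 nM purified firefly luciferase using Km concentrations of substrates (10 uM D-luciferin, 10 uM ATP) in Tris acetate pH 7.5 buffer; luminescence output.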
# p53 reactivator: mutant p53 re-activation in reporter cells | H1299 p53-A138V BP100-luciferase reporter, luminescence, 24 h | Potency, µM (titrated, usually from 92.2 µM), for the others: at the highest dose activity change, positive = activation, hits mostly activators | 0.063% of 320,000 active; further: potency means the concentration at half of the fitted maximal effect; % of control where 0% means no effect; nearly all actives have a fitted effect of over 45% in size
#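 p53-null H1299 cells stably carrying temperature-sensitive p53-A138V and a BP100-luciferase reporter were pinned with compounds (4-point, 1:5 series) and held 24 hrs at 37 deg C. Luminescence was read 10 min after detection reagent.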
# Rab9 promoter act: Rab9 promoter activation; Huh7 Rab9 promoter-luciferase reporter, luminescence, 24 h; Potency, µM (highest dose often 9.22 µM), inactives show at the highest dose activation, negative = inhibition, hits mostly activators; 2.8% of 320,000 active; further: potency means the concentration at half of the fitted maximal effect; % of control where 0% means no effect; nearly all actives have a fitted effect of over 60% in size
#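 Luminescence read-out: Huh7 cells stably expressing Rab9-luciferase, treated 24 h with compound at 37 °C, then lysed with luciferase reagent for 10 min at ambient before reading.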
# ELG1 genotoxic: inducers of genotoxicity in HEK293T ELG1-luciferase cells | HEK293T ELG1-luciferase reporter, luminescence, 16 h | Potency, µM (titrated, usually from 46 µM), without a hit: at the top dose activity change, positive = activation, usual class: activators | 1.3% of 330,000 active | AID 504466; further: potency means the concentration at half of the fitted maximal effect; % of control where 0% means no effect; nearly all actives have a fitted effect of over 60% in size
#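 16 hr compound incubation (37 °C, 5% CO2) of HEK293T cells carrying luciferase-tagged ELG1; luciferase then measured by ONE-Glo luminescence after 30 min at RT.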
# * marks the source's active call; other numbers are inactive results; ? = inconclusive; nt = not tested or not shown; & = joins results of further samples; [ ] = remark or other dose. Unless noted, the call rests on the fitted dose curve; in most records, active means well fitted curve in the direction sought with a large enough effect; inconclusive means small, poorly fitted or top-dose-only effect, or another doubt; inactive means no such curve, though single readings can be large; an effect the other way counts as inactive or inconclusive.
SMILES,TRPV1 ag,RORgamma inh,Tb PFK block,Gal4-VP16 FLuc,ELG1 repair inh,NPC1 promoter act,BRCA1 expr act,FLuc modulator,p53 reactivator,Rab9 promoter act,ELG1 genotoxic
Cc1ccc(-c2nnc(CSc3nnc4c5c(C)c(C)sc5nc(C(C)C)n34)o2)cc1,7.5,-3.6%,-1.3%,-2.3%,5.9%,-4.5%,nt,3.5%,5.2%,-4.4%,2.2%
COc1ccc(-c2cc(-c3ccccc3)nc(=O)[nH]2)cc1,-1.7,-7.6%,5.0%,-4.1%,7.4%,2.0%,5.8%,-3.9%,-0.9%,-0.5%,5.6%
O=C(CSc1nnc(Cn2nnc3ccccc32)o1)N(Cc1ccc(F)cc1)c1ccccc1,8.3,?,-4.7%,?,-1.0%,-24.1%,-81.0%,6.8%,10.5%,-19.3%,-4.3%
O=C(NCCc1ccccc1)N1c2ccccc2Sc2ccccc21,2.1,61.2%,6.8%[0.46 µM],-1.6%,-24.7%,0.0%,-31.1%,3.8%,-1.9%,-33.3%[inhibitor],0.4%
O=C(Cc1cn2ccsc2n1)OCc1nc2ccccc2s1,6.1,5.0%,-16.7%,-3.5%,6.4%,-5.7%,12.7%,?,?,10.5%,-1.0%
O=C1CCC(=O)N1Cc1c(Cl)cccc1Cl,-0.8,-41.8%,3.7%,-8.9%,0.2%,1.0%,0.0%,-1.1%,3.0%,-0.5%,-2.7%
Cc1ccc(S(=O)(=O)N2CCN(CCOc3ccccc3)CC2)cc1,15.1,nt,-0.8%,nt,-18.2%,1.7%,-26.1%,3.1%,-3.7%,0.9%,-2.8%
CCOc1ccc(S(=O)(=O)N2CCOCC2)cc1NC(=O)C1CSC2(C)CCC(=O)N12 (centres undefined),4.5,nt,-0.5%,nt,0.0%,-1.3%,-16.6%,-0.5%,1.5%,-0.1%,3.5%
CC(C)n1cnc2c(Nc3ccc(C(=O)O)cc3)nc(Cl)nc21,-2.2,-9.2%,-1.5%,-0.5%,?,?,17.2%,12µM*,11.9%,18.5%,?
CC(C)(C)CC(=O)Nc1ccc(C(N)=O)cc1,1.1,-1.1%,0.4%,2.0%,?,-1.5%,5.9%[1.84 µM],-18.2%,7.1%,-4.6%,4.9%
CCOC(=O)C1=C(C)NC(C)=C(C(=O)OCC)C1C(=O)OCC(=O)N1c2ccccc2CC1C (centres undefined),0.8,-2.2%,-3.2%,-3.6%,23.1µM*,-1.6%,-23.6%&-6.9%,0.7%,-1.6%,-0.2%,0.7%
Cc1cccc(N2C(=O)c3cccc4c(N(C)CCO)ccc(c34)C2=O)c1,1.1,1.26µM*,2.3%,-24.0%,0.0%,6.1%,-1.4%,?,3.9%,3.3%,-17.0%
CCc1nc2ccc(C(=O)Nc3ccc(NC(C)=O)cc3)cc2nc1CC,6.0,-13.7%,4.6%,-13.5%,-12.1%,-3.6%,-8.8%,3.4%,-5.9%,-9.1%,3.3%
Cc1c(C(=O)N2CCOCC2)sc2ncnc(N3CCc4ccccc4C3)c12,?,6.6%,-3.5%,18.0%,12.4%,-2.0%,-29.2%,?,-2.2%,1.9%,1.1%
CCOC(=O)c1ccc(-n2c(CN3CCC(C(N)=O)CC3)nc3ccc([N+](=O)[O-])cc3c2=O)cc1,1.1,-11.0%,-6.8%,-0.3%,10.8%,-3.9%,-0.5%,-4.6%,6.9%,-0.2%,0.5%
Cc1cc(C)nc(NC(=O)/C=C/c2ccc(Cl)cc2)n1,20.4,?,-4.5%,-23.3%,?,2.8%,23.3%,?,9.9%,15.4%,4.7%
Cc1noc(NC(=O)c2ccc(Cl)cc2)c1Cl,?,36.3%,2.2%,?,?,11.9%,0.0%,?,?,17.7%,13.4%
COc1ccc2[nH]cc(CCNC(=S)NCCc3ccccc3)c2c1,?,11.2µM*,-5.5%,-23.0%,-3.3%,-0.4%,-1.2%,-20.0%,-2.0%,-3.1%,-0.6%
CCCc1nnc(NC(=O)CN2CCN(C)CC2)s1,-2.2,2.9%,nt,-6.1%,nt,nt,2.5%,1.6%,nt,nt,nt
CCc1c(O)nc(SCc2ccccc2)n(C(C)CC)c1=O (centres undefined),0.5,23.4%,-2.7%,-0.9%,9.0%,0.2%,-15.8%,-3.3%,3.4%,-1.1%,-3.7%
Cc1ccccc1NC(=O)Cc1nc(COC(=O)COc2ccccc2C(C)C)cs1,6.9,nt,-0.3%,nt,4.1%,0.2%,-0.5%,6.1%,7.5%,17.1%,1.4%
O=C(Nc1ccccc1Cl)Nc1ccnn1C1CCN(C(=O)c2cscn2)CC1,2.1,-12.8%,-4.8%,-3.9%,4.3%,-0.7%,-15.6%,-2.6%,-10.7%,-3.8%,-0.5%
Cc1ccc(C)c(N2CCN(C(=O)C3CCCN(S(=O)(=O)c4c(C)[nH]c(=O)[nH]c4=O)C3)CC2)c1 (centres undefined),-3.0,-0.2%,2.1%,0.3%,-1.0%,0.0%,-9.4%,1.3%,-1.5%,-2.5%,1.8%
C=C(C)CSc1nnc(-c2cccc(Cl)c2)n1N,3.0,14.4%,-0.8%,2.1%,?,?,12.6µM*,-23.5%,12.4%,?,?
Fc1ccc(-n2cc(CNCCc3cccnc3)c(-c3ccccc3Cl)n2)cc1,22.7,1.3%,-8.7%,11.7%,?,0.0%,-45.1%,?,-2.4%,-2.4%,-4.8%

# Carrying on.
SMILES,TRPV1 ag,RORgamma inh,Tb PFK block,Gal4-VP16 FLuc,ELG1 repair inh,NPC1 promoter act,BRCA1 expr act,FLuc modulator,p53 reactivator,Rab9 promoter act,ELG1 genotoxic
COc1ccc(OC)c(CNc2ncc(-c3cccc([N+](=O)[O-])c3)n2C)c1,2.2,-25.3%,-2.7%,-2.5%,-17.6%,-7.9%,-23.3%,5.6%,nt,-3.4%,-3.4%
CCOC(=O)N1CCN(C(=O)Nc2ccc3nc(-c4ccccn4)c(-c4ccccn4)nc3c2)CC1,-10.4,-6.0%,-4.7%,-8.6%,-4.9%,-1.3%,0.0%,4.5%,10.6%,3.5%,-1.5%
CC/C(=N\NC(=O)CNC(=O)/C=C/c1ccc(OC)cc1)c1ccccc1,-1.4,3.1%,1.6%,4.1%,14.9%,-5.9%,3.2%,3.1%,4.6%,-2.3%,0.2%
COc1ccc(Nc2nc3c(C)cccc3cc2C#N)c(OC)c1,1.6,-20.6%,1.2%,-13.3%,14.6%,-8.3%,-19.2%,-1.6%,-0.9%,-9.5%,11.8%
CC(C)c1cc(C(=O)N2CCCC(CCC(=O)N3CCN(c4ccccn4)CC3)C2)no1 (centres undefined),3.3,1.2%,-7.8%,-4.7%,11.6µM*,-6.5%,-16.1%,-6.7%,0.8%,-5.4%,-11.1%
Cc1onc(-c2ccccc2)c1C(=O)N/N=C/c1ccc([N+](=O)[O-])s1,4.2,11.2µM*,-8.1%,11.2µM*,?,-2.1%,-96.8%,-1.1%,3.1%,-4.5%,-6.3%
CC12CCC(=O)N1C(C(=O)Nc1nc(-c3ccccc3)cs1)CS2 (centres undefined),6.2,nt,-6.3%,nt,?,16.7%,23.1%,-2.0%,6.8%,15.1%,23.8%
O=C(CN1C(=O)C2CCCN2c2ncc(Cl)cc21)NCc1ccc2c(c1)OCO2 (centres undefined),0.6,14.3%,1.3%,?,?,6.1%,-6.4%,-2.1%,0.2%,8.8%,-1.3%
Cn1c(N)c(C(=O)COC(=O)CCC2CCCCC2)c(=O)n(C)c1=O,-6.6,-3.6%,-8.9%,7.7%,14.8%,-3.3%,0.2%,-0.9%,-0.4%,-1.2%,1.4%
CCOc1cc(C(=O)N2CCCC2)cc(OCC)c1OCC,-1.2,-23.7%,-1.9%,-11.5%,5.2%,2.0%,0.0%,9.4%,2.7%,2.5%,2.0%
Cc1nn(Cc2ccccc2)c(Cl)c1/C=C/C(=O)OCC(=O)NC(C)C(C)C (centres undefined),6.2,5.0%,-5.2%,-16.8%,?,-5.9%,26.8%,-2.9%,-2.9%,-3.0%,-3.1%
COc1ccc(OCC(O)CN2C(=O)c3ccccc3C2=O)cc1 (centres undefined),4.8,5.2%,-4.9%,-0.7%,4.9%,-4.4%,-7.1%,?,1.7%,-4.4%,-0.2%
